High-throughput results as filed in PubChem BioAssay.
Growth percent in the NCI-60 one-dose screen (48 h, 10 µM unless noted): 100 = growth as untreated, 0 = no growth, -100 = all killed.
BT-549: BT-549 breast cancer | 78,000 tested, 4.4% active
LOX IMVI: LOX IMVI melanoma. AID 1794757. 79,000 tested, 7.4% active
T-47D: T-47D breast cancer. 79,000 tested, 5% active
MALME-3M: MALME-3M melanoma | 78,000 tested, 5.8% active | AID 1794766
MDA-MB-231: MDA-MB-231 breast cancer; AID 1794789; 81,000 tested, 5% active
MCF7: MCF7 breast cancer; 82,000 tested, 6.3% active; AID 1794796
MDA-MB-468: MDA-MB-468 breast cancer; AID 2202374; 78,000 tested, 8.5% active
HS 578T: HS 578T breast cancer; 78,000 tested, 4.1% active; AID 1794788
* hit, by the source's call; nt = no result given; & = joins results of further samples; ! = a repeat was not active. How the source made its calls: active means growth percent below 10; inactive means the rest.

compound	BT-549	LOX IMVI	T-47D	MALME-3M	MDA-MB-231	MCF7	MDA-MB-468	HS 578T
CC(C)CCC(NS(=O)(=O)c1cc(I)c(N)c(I)c1)C(=O)O (stereo unspecified)	105	98	99	100	112	100	105	95
O=[N+]([O-])c1ccc(N/N=C(\Oc2ccccc2)c2ccc([N+](=O)[O-])cc2)cc1	85	88	69	79	103	86	nt	72
CC(=O)Nc1c(Cl)cc2c(c1Cl)C(=O)c1ccccc1-2	104	nt	95	nt	nt	75	115	108
CC(C)(C)c1ccc(COc2ccc(/C=C3/C(=O)Nc4cc(Cl)ccc43)cc2)cc1	112	110	84	104	95	90	114	98
CCC(C#N)NC1CCN(Cc2ccccc2)CC1 (stereo unspecified)	90	87	99	125	118	98	108	102
COc1nc(N)nc(-n2c(-c3ccc([N+](=O)[O-])cc3)nc3ccccc32)c1NCc1ccc([N+](=O)[O-])cc1	110	96	98	106	95	104	113	96
C#CCN1c2cccc3cccc(c23)N(CC#C)C1c1cn(-c2ccccc2)nc1-c1cccc([N+](=O)[O-])c1	102	88	81	111	76	90	83	92
O=C1c2ccccc2C(=O)c2cc(Cn3c[n+](Cc4ccc5c(c4)C(=O)c4ccccc4C5=O)c4ccccc43)ccc21	102	98	91	92	101	93	71	104
Cn1cnc2nc[nH]c2c1=N	108	99	100	133	102	106	98	101
CCCCN(CCCC)CCCn1c(=O)c2sc3ncccc3c2n2nnc(-c3ccccc3)c12	124	110	nt	nt	94	93	109	110
COC1C(C)(C)C1(Br)Br (stereo unspecified)	109	94	121	112	115	100	98	103
CC(C)CCNC(=O)N/C(N)=N/c1nc2ccccc2s1	65	nt	47	77	nt	29	5.8*	nt
BrC1C2CCC(C2)C1Br (stereo unspecified)	106	104	118	90	102	100	95	114
C=CC(C)(C)[C@@]1(C[C@@H]2NC(=O)[C@@H]3CCCN3C2=O)C(=O)Nc2c1ccc1c2C=CC(C)(C)O1	106	96	109	98	95	93	87	91
CCOC(=O)c1nc2c3ccccc3ccn2c1C(=O)c1ccc(Br)cc1	99	99	65	115	98	88	93	115
Cn1c(=O)c2c(ncn2Cc2ccc(Sc3nc(-c4ccc(F)cc4)c(C#N)c(=O)[nH]3)cc2)n(C)c1=O	89	94	99	92	89	97	103	93
COc1ccc(C(=O)c2sc3nc4c(c(-c5cccnc5)c3c2N)CCCC4)cc1OC	75	70	nt	83	38	90	102	66
CCN(CCO)C(=O)c1cc([N+](=O)[O-])cc([N+](=O)[O-])c1	109	97	nt	113	111	105	94	101
FC(F)(F)c1nnc2n1N=Cc1ccc(Br)cc1S2	94	93	112	100	104	96	92	102
Cc1ccc(CSC2=C(Cl)CN(c3ccc(Cl)cc3)C2=O)cc1	110	34	96	97	107	79	83	107
CCOC(=O)CN1C(=O)c2ccccc2C1=O	103	101	94	155	117	94	104	105
Cc1ccc(-n2nc3c(c(C#N)c2=O)CC(c2ccc([N+](=O)[O-])cc2)C([N+](=O)[O-])=C3O)cc1 (stereo unspecified)	107	97	93	105	94	98	117	113
C=CCN1c2cccc3cccc(c23)N(CC=C)C1c1cn(-c2ccccc2)nc1-c1cccc([N+](=O)[O-])c1	99	87	71	99	69	80	78	86
O=C1CSC(=Nc2ccccc2C(=O)O)N1	108	98	103	116	113	98	100	109
CCCN1C(=O)/C(=C(\C#N)C(=O)Nc2ccc(S(N)(=O)=O)cc2)c2cc(Cl)ccc21	101	57	55	70	70	65	63	93
CCCCOc1ccc(NC(=O)Nc2nnc(C)s2)cc1	110	79	78	118	91	88	103	116
O=C1C(=Cc2cccc(Br)c2)C(=O)c2ccccc21	91	98	72	116	96	93	100	89
COc1cccc(C(=O)O)c1[N+](=O)[O-]	101	97	99	149	106	101	117	102
C=CC[C@]1(c2ccccc2)C(=O)C(=O)N(Cc2ccc(OC)cc2OC)[C@H]1c1ccc(C(F)(F)F)cc1	82	88	40	84	76	60	87	78
CSC1=Nc2c(c(C)c(-c3ccccc3)n2CCCN2CCN(C)CC2)C2=NC(=O)CN12	nt	93	80	125	82	86	79	75

The last 4 compounds of the section before are carried over, then new ones follow:
compound	BT-549	LOX IMVI	T-47D	MALME-3M	MDA-MB-231	MCF7	MDA-MB-468	HS 578T
O=C1C(=Cc2cccc(Br)c2)C(=O)c2ccccc21	91	98	72	116	96	93	100	89
COc1cccc(C(=O)O)c1[N+](=O)[O-]	101	97	99	149	106	101	117	102
C=CC[C@]1(c2ccccc2)C(=O)C(=O)N(Cc2ccc(OC)cc2OC)[C@H]1c1ccc(C(F)(F)F)cc1	82	88	40	84	76	60	87	78
CSC1=Nc2c(c(C)c(-c3ccccc3)n2CCCN2CCN(C)CC2)C2=NC(=O)CN12	nt	93	80	125	82	86	79	75
CCOC(=O)c1cnc2ccc(OC)cc2c1Nc1cccc(S(N)(=O)=O)c1	84	114	101	111	100	96	111	109
CNC(=O)c1c(NC(=O)c2ccc(F)cc2)sc2c(CN(C)C)c(O)ccc12	98	84	81	122	83	75	73	92
CC(C)(C)OC(=O)N1CCC2(CC1)Oc1ccccc1[C@H]1CC(c3ccc(Br)cc3)=NN12	78	54	37	90	63	60	68	91
CN(C)c1ccc(/C=N\NC(=O)c2ccncc2)cc1	96	97	99	115	115	95	105	121
CN(C(=O)c1ccccc1)c1ccccc1	111	99	105	95	105	98	117	106
Cc1cc(=O)c(C(=O)N[C@@H](C(=O)N[C@@H]2C(=O)N3C(C(=O)O)=C(CSc4nnnn4C)CSC23)c2ccc(O)cc2)c[nH]1 (stereo partly specified)	103	106	96	97	113	104	115	110
Fc1ccc(C2=NN(c3ccccc3)C(c3cccc(Nc4ccnc5cc(C(F)(F)F)ccc45)c3)C2)cc1 (stereo unspecified)	96	93	69	92	90	84	85	99
c1ccc(N2CCN(c3nc(-c4ccncc4)nc4sc5c(c34)CCCCCC5)CC2)cc1	114	100	88	106	98	98	96	113
CC(=O)OC[C@]12CC[C@@H]([C@@H](C)C(=O)O)[C@@H]1[C@H]1CC[C@@H]3[C@@]4(C)CCCNC(C)(C)[C@@H]4CC[C@@]3(C)[C@]1(C)CC2	101	100	92	99	99	92	99	103
O=c1c2ccccc2ccc2ccccc12	nt	101	100	118	102	110	nt	110
COc1ccc2c(c1)NC(=O)Cn1c(=O)cc(C)n1-2	104	98	87	100	102	96	105	102
CSc1n[nH]c2nc(-c3ccccc3)[nH]c(=O)c12	95	102	98	96	101	88	113	99
COc1cc(-c2nc(-c3ccccc3)[nH]c2-c2ccnc(NCCCNS(=O)(=O)c3ccc(F)cc3)n2)ccc1Cl	70	27	63	123	89	22	35	94
OCCN1CCN(CC/C=C2\c3ccccc3Sc3ccc(Cl)cc32)CC1	67	2.0*	57&49	-53*	45&29	4.2*!	-97*	1.4*!
O=C1Nc2ccccc2/C1=N/N1C(=O)CN(C2CCCCC2)C1=S	93	49	79	76	80	91	78	63
O=C(c1ccc(Cl)cc1)C1[C@H](c2ccc(Br)cc2)[C@@H](c2ccccc2)NC12C(=O)Nc1ccccc12 (stereo partly specified)	-9.6*	-100*	1.6*	-36*	-60*	-4.2*	-6.5*	-8.8*
O=C(Nc1ccc(OS(=O)(=O)c2ccc(F)cc2)cc1)c1ccc(Cl)cc1	97	99	78	97	104	93	98	104
Cc1ccc(C(=O)N/N=C/c2ccccc2Cl)cn1	83	99	106	105	105	114	133	105
NC(=O)c1cc(Br)ccc1O	103	104	113	128	112	nt	116	nt
CC(Cl)CCN1CCCCC1 (stereo unspecified)	103	99	94	94	110	97	105	95
ClCc1cccc(CSc2ncnc3c2ncn3Cc2cccc(CCl)c2)c1	-70*	-8.5*	-65*	42	12	13	-89*	48
CC(=O)OC1CC2CCC1C2 (stereo unspecified)	103	97	97	nt	113	100	101	104
COc1cc(-c2csc(Nc3cc(NCCCO)nc(C)n3)n2)cc(OC)c1OC	57	84	32	96	86	86	88	89
COc1cc(-c2cc(-c3ccc([N+](=O)[O-])cc3)nc3nc(NN)[nH]c(=O)c23)cc(OC)c1OC	104	94	75	104	99	90	104	95
CC1(c2ccc(Cl)cc2)N=C(N)Nc2nc3ccccc3n21 (stereo unspecified)	nt	99	101	124	102	88	95	186
O=C1N/C(=N/N=C(c2ccccc2)c2ccccc2)S/C1=C\c1ccc([N+](=O)[O-])cc1	101	98	76	108	89	102	99	96
Cc1ccc(-c2cc(C(=O)Nc3ccc(S(=O)(=O)Nc4onc(C)c4C)cc3)[nH]n2)c(O)c1	108	89	102	103	96	95	102	97
CCCCNC(=O)Oc1ccc(/C(=C(/CC)Cc2ccccc2)c2ccc(OCCN3CCCCCC3)cc2)cc1	87	-94*	-25*	-58*	43	0.9*	6.7*	57
S=C(N/N=C/c1cccc2ccccc12)N/N=C/c1cccc2ccccc12	107	99	91	109	104	nt	96	100
Cc1c(-c2nnc(/C=C/c3ccccc3)o2)nnn1-c1ccc([N+](=O)[O-])cc1	91	98	87	97	94	96	102	112

compound	BT-549	LOX IMVI	T-47D	MALME-3M	MDA-MB-231	MCF7	MDA-MB-468	HS 578T
COc1cc2nc(Sc3nnc(N)s3)n(-c3ccc(Oc4ccccc4)cc3)c(=O)c2cc1OC	96	92	62	128	109	85	77	112
O=C(CCc1nnc2sc(-c3cc(O)c(O)c(O)c3)nn12)c1nc2ccccc2[nH]1	107	98	84	103	102	86	87	88
Nc1ccc(OCCCc2c(N)nc(N)nc2N)cc1	84	94	94	107	108	97	79	107
COc1ccc(C(=O)O)c(OC)c1	94	104	112	90	115	101	nt	102
CC1=NC2=Nn3c(c4cnn(-c5ccccc5)c4n/c3=N\N)NN2C(c2ccccc2)=C1	95	92	94	88	89	88	74	80
CCOC(=O)NC1CCCCC1	101	124	104	103	118	99	110	109
CCN(CC)c1ccc(/C=C/c2cc(-c3ccccc3)c3ccccc3n2)cc1	120	99	81	112	115	80	102	nt
CCOc1ccc(NC(=S)N/C=C(/C#N)C(N)=O)cc1	105	100	89	100	108	93	107	104
Cl.Fc1c[c-]c(-c2ccccn2)c(F)c1.[Pt].c1ccc([PH+](c2ccccc2)c2ccccc2[PH+](c2ccccc2)c2ccccc2)cc1	-70*	-93*	-80*	-84*	-93*	-79*	-86*	-50*
N[C@@H](Cc1ccc(O)c(O)c1)C(=O)O	95	99	100	97	106	98	118	108
COc1ccc(/C=C/C(=O)c2ccc(NC(=O)/C(=C\c3ccc(OC)cc3)Sc3nc4ccccc4c(=O)n3-c3ccccc3)cc2)cc1	120	93	94	104	97	93	99	109
Cc1ccc(S(=O)(=O)O)c(C)c1Br	101	98	95	94	94	91	103	99

4 entries drawn at random from those above, as already listed:
compound	BT-549	LOX IMVI	T-47D	MALME-3M	MDA-MB-231	MCF7	MDA-MB-468	HS 578T
N[C@@H](Cc1ccc(O)c(O)c1)C(=O)O	95	99	100	97	106	98	118	108
CCOC(=O)NC1CCCCC1	101	124	104	103	118	99	110	109
Nc1ccc(OCCCc2c(N)nc(N)nc2N)cc1	84	94	94	107	108	97	79	107
CCOc1ccc(NC(=S)N/C=C(/C#N)C(N)=O)cc1	105	100	89	100	108	93	107	104
